Compound activity (PubChem)
DAGLB inh: blocks human DAGLB lipase activity | inhibition, % at 5.17 µM | HEK293T DAGLB membrane lysate, EnzChek fluorogenic substrate | actives 0.059% (n = 340,000); in the data active = inhibition above about 34%;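 also: 0% = enzyme with vehicle and 100% = wells lacking enzyme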
RTF Ca sens inh: cardiac RTF calcium desensitization; actives 0.12% (n = 340,000); AID 493244; IANBD-labeled cardiac RTF, Ca2+ fluorescence; P19429+P45379; inhibition, % at 7.15 µM;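 active = inhibition above the mean inhibition of all tested compounds plus 3 SD, cut at about 17% in these data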;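 also: assay run at fixed EC70 calcium of 1.6 mM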
CAL PDZ FP-1: blocks peptide binding to the human CAL PDZ domain | Q9HD26 | actives 0.92% (n = 300,000) | purified CAL PDZ, TMR-peptide fluorescence polarization, 1 h | inhibition, % at 24.9 µM | AID 602252;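 active = mean inhibition of at least 30% with at least half of replicates also reaching 30%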;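 also: 0% = DMSO neutral control and 100% = excess unlabeled competitor peptide PRC23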
DSG3 Ab inh: blocks pemphigus antibody binding to human desmoglein-3 | AID 588358 | DSG3-coupled beads, scFv-anti-DSG3-GFP binding, flow cytometry; active compounds read low | binding (percent of control), % at 10 µM | P32926 | actives 0.48% (n = 310,000);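 active = binding more than 3 SD below its plate's average and above zero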;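 also: hits lower antibody fragment binding to DSG3; some compounds called inactive have numbers as strong as hits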
Arr AP2 block: blocks beta-arrestin peptide binding to AP2 adaptin; FITC-arrestin peptide / GST-AP2 beads, flow cytometry; AP2 beta2 appendage carries R879A mutation; inhibition, % at 10 µM; actives 0.31% (n = 340,000);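 active = inhibition above a set limit, near 3 SD of compounds lacking own fluorescence, cut at about 54% in these data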;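 also: plate controls were DMSO wells for no effect and 5 µM unlabelled arrestin peptide for full effect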
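System: GST-AP2 R879A glutathione beads. Medium: PBS with 0.05% Tween 20 and 0.1% BSA. Also added: FITC-arrestin peptide, 50 nM. Incubation: 12 min plus 1 h, RT. Measured by: high-throughput flow cytometry of beads, ex 488, em 535 nm. Evaluation: percent drop in bead-associated FITC signal.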
NSD2 HMT inh: inhibitors of human histone methyltransferase NSD2 | O96028 | NSD2 peptide methylation, AlphaScreen, 120 min | inhibition, % at 12.5 µM | actives 0.54% (n = 310,000) | AID 743445; in the data active = inhibition above about 50%
CAL PDZ FP-2: human CAL PDZ-peptide interaction inhibition; Q9HD26; purified CAL PDZ, TMR-peptide fluorescence polarization, 1 h; inhibition, % at 20 µM; actives 0.02% (n = 330,000); AID 504414;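 active = highest replicate inhibition of at least 40%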;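 also: plate controls were DMSO neutral control wells for no effect and unlabeled competitor peptide control wells for full effect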
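Test system: tagged CAL PDZ domain / Buffer or medium: sodium phosphate/NaCl buffer pH 7.4 with TCEP, IgG, Thesit / Reagent: TMR-labelled reporter peptide T*-PRC34 bound in PDZ groove / Compound dosing: single point, 20 µM / Schedule: 1 h incubation at room temperature before polarization reading / Technique: fluorescence polarization (mP) / Benchmarks: unlabelled peptide, DMSO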
Keap1-Nrf2 PPI: Keap1-Nrf2 (human) interaction inhibition. Keap1 Kelch-Nrf2 peptide fluorescence polarization, 1536-well. actives 0.15% (n = 340,000). inhibition, % at 9.4 µM; in the data active = inhibition above about 12%;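 also: human Keap1 Kelch domain with fluorescein labeled Nrf2 9mer peptide probe; 0% = neutral control wells and 100% = peptide positive control; higher means more block of Keap1 binding to Nrf2 peptide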
Target sequence (Q14145 whole entry, looked up, the tested form may be a part): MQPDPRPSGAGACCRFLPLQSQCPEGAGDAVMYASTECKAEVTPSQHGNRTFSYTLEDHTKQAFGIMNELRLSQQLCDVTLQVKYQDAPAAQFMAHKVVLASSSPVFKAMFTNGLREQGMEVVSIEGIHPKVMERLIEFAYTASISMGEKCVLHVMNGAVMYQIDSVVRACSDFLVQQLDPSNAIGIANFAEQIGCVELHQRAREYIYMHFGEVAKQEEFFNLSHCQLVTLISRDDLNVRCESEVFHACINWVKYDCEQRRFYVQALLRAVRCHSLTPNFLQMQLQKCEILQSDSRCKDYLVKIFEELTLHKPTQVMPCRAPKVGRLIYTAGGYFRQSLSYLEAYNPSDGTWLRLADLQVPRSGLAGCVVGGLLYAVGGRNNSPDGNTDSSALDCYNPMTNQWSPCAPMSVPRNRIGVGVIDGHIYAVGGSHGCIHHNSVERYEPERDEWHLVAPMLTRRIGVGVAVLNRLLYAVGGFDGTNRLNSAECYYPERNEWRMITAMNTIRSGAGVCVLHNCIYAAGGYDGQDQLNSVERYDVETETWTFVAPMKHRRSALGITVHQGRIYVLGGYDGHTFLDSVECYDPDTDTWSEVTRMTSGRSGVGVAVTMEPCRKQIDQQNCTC
LANA DNA inh: blocks KSHV LANA C-terminal domain binding to DNA. AID 504423. MBP-C-LANA/FAM-LBS DNA binding, fluorescence polarization. actives 0.078% (n = 340,000). inhibition, % at 9 µM;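 active = highest replicate inhibition at or above 60% at 9 µM, even if other replicates fall short; inactive = all replicates below 60% inhibition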;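 also: 0% = neutral control wells and 100% = 4 µM acridine orange control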
V-ATPase pH: regulators of yeast V-ATPase proton transport; AID 504577; actives 0.37% (n = 350,000); S. cerevisiae, pHLuorin cytosolic pH fluorescence; response, % at 10 µM; in the data active = response mostly above about 7.3%, no sharp cut-off; inactive = mostly below about 5.4%; also: actives read high; inactives centre near 0; some compounds called inactive have numbers as strong as hits
An asterisk follows results filed as active; nt = no result given.

SMILES	DAGLB inh	RTF Ca sens inh	CAL PDZ FP-1	DSG3 Ab inh	Arr AP2 block	NSD2 HMT inh	CAL PDZ FP-2	Keap1-Nrf2 PPI	LANA DNA inh	V-ATPase pH
COc1ccc(OC)c(S(=O)(=O)N2CCC(C(=O)NCCc3ccc(OC)c(OC)c3)CC2)c1	-1	1	7	109	-3	0	0.4	2	0.4	1
O=C(c1cccc(C(F)(F)F)c1)N1CCC(O)(CS(=O)(=O)Cc2ccccc2)CC1	-1	-3	-2	nt	27	nt	-1.2	2	0.7	-3
CCc1nnc(NC(=O)c2nc3nccc(C)n3n2)s1	1	1	-7	105	-11	13	-3.1	0	1.2	1
CCSC1C(=O)N(C)C(SCC)C(=O)N1C (configuration not stated)	-4	nt	nt	114	nt	-2	nt	nt	nt	-2
NS(=O)(=O)c1ccc(Sc2ccc3c(c2)CCC3)nc1	-7	-15	-2	nt	-3	2	0.2	-5	-0.3	3
OCCCNc1c2c(nc3cc(-c4ccc(Cl)cc4)nn13)CCC2	-1	-6	-2	110	8	-4	-0.3	-2	-0.4	2
CCOc1cccc(C(=O)Nc2cccc(C(=O)NCC(C)C)c2)c1	-2	-2	-5	98	6	-3	-1.3	2	-0.7	3
CN(C(=O)c1ccncc1)c1nnc(-c2ccccn2)s1	-7	-8	-4	105	-8	-5	-0.6	3	0.2	-3
O=C(Nc1ccccc1)N1CCCC(c2nc(-c3cccs3)no2)C1 (configuration not stated)	-3	2	nt	108	0	0	-0.5	-4	0.8	-3
O=C(c1ccc(-c2ccccc2)cc1)N1CCN(C(=O)c2ccco2)CC1	-3	-9	-3	100	-3	2	-0.2	-5	-1.2	nt
Clc1ccc2nc(C3CCN(Cc4nnnn4C4CCCCC4)CC3)[nH]c2c1	-5	-9	-5	123	7	nt	-3.4	-3	1.1	5
CN(C(=O)c1ccc(OC2CCN(CCc3ccccc3)CC2)cc1)C1CCCCC1	-4	4	nt	101	3	7	0.0	2	0.1	-2
CC(C)C[C@@H](CN=[N+]=[N-])N1CCN(Cc2ccccc2)CCC1=O	-2	-3	-3	104	2	nt	1.1	0	-1.2	-2
CC(=O)Nc1ccc(N2CCN(c3ccc(C(F)(F)F)cn3)CC2)nc1	2	0	nt	98	-3	-1	0.1	4	0.8	1
O=c1c2ccccc2nc(SCc2ccccc2F)n1C1CCCC1	2	-6	10	103	7	2	-1.1	7	-0.2	-3
CC(C)N1CCC(N2CCN(Cc3nc4ccccc4s3)CC2CCO)CC1 (configuration not stated)	-1	-18	-2	93	1	15	4.6	0	0.6	-2
NS(=O)(=O)c1ccc(NC(=O)CSc2nc3ccccc3n2-c2ccccc2)cc1	0	11	-6	105	14	-1	-2.3	-2	2.0	-3
O=C(NCc1cccs1)c1cccn2c(=O)c3sccc3nc12	-3	5	-8	100	18	nt	22	1	-0.3	0
COc1ccc(C2CC(c3ccc(C)o3)=NN2C(C)=O)cc1 (configuration not stated)	1	-6	-4	93	3	0	-0.4	-2	-0.6	7
COc1ccc(-c2[nH]n(-c3ccc([N+](=O)[O-])cc3)c(=O)c2C=NCc2ccncc2)cc1	5	-11	-2	96	-3	0	-2.1	-3	-1.2	3
O=C1CCCN1CN(C(=O)c1ccccc1)c1ccc(F)cc1	0	-2	0	124	16	-4	-0.5	-2	0.8	2
COc1ccc(C2(c3ccc(OC)cc3)NC(=O)N(CC(=O)Nc3ccc(OC(F)F)cc3)C2=O)cc1	-5	-3	-3	100	27	-3	-2.2	4	1.0	0
CS/C(N)=N/N=C/c1cc(C)ccc1O	-2	-2	1	98	11	-163	-3.2	-3	-3.0	-2
O=C(O)c1ccc(-n2nnnc2Oc2cccc3cccnc23)cc1	-1	1	nt	101	23	-1	-0.2	3	-0.9	-1
Cc1ccc(SC(CC(=O)c2ccc(F)cc2)C(=O)O)cc1 (configuration not stated)	2	-5	-1	104	14	1	-0.8	-4	3.0	-1

Later entries:
SMILES	DAGLB inh	RTF Ca sens inh	CAL PDZ FP-1	DSG3 Ab inh	Arr AP2 block	NSD2 HMT inh	CAL PDZ FP-2	Keap1-Nrf2 PPI	LANA DNA inh	V-ATPase pH
Cc1cc(C(=O)NCc2ccc3c(c2)OCO3)n(-c2ccccc2)n1	0	0	nt	105	14	nt	-0.5	3	0.9	0
N#Cc1ccccc1NC(=O)COC(=O)CCc1ccccc1	-3	3	3	95	-25	nt	-2.0	1	0.0	4
CCN(CC)c1ccc(NC(=O)COC(=O)c2cccs2)cc1	-5	-9	-2	99	8	-2	0.1	-3	1.4	-1
CC1(C)OC(=O)CC1C(=O)NCc1ccccc1 (configuration not stated)	2	0	0	96	25	2	nt	0	0.6	-4
O=C(Nc1ccc(Cl)cc1)c1nc[nH]c1C(=O)NCc1ccccc1	-2	-1	-2	103	28	nt	-1.9	2	1.5	0
Cc1ccc(CN2CN(S(=O)(=O)c3cccs3)c3nc4ccccc4nc32)cc1	-1	-14	4	106	-4	7	-1.2	-4	0.1	-4
CCOc1cc(/C=N/NC(=O)C(=O)NC2CC2)cc(Br)c1O	-1	-17	-2	109	7	-1	-3.4	2	0.0	2
CCOc1ccc(Br)cc1S(=O)(=O)N1CCCN(C)CC1	-2	-4	-2	116	-6	2	-0.3	-3	0.4	-4
CCc1ccc(CN2CCCC(CNC(=O)c3cccc(OC)c3OC)C2)cc1 (configuration not stated)	-3	-10	-4	103	14	1	-0.4	-1	0.3	-2
COC(=O)c1c(C)[nH]c(C(=O)CN2C(=O)C3CC=CCC3C2=O)c1C (configuration not stated)	-2	-2	nt	108	9	-1	-0.5	0	1.8	5
O=C(COc1ccccc1O)NNc1ccccc1	2	-20	-1	105	5	nt	-1.6	-6	-0.1	2
COc1ccc(N=Nc2[nH]c3ccc(C)cc3c2O)cc1	10	-3	1	101	4	3	-2.3	1	-0.5	-1
Cc1c(-c2ccccc2)sc(N)c1C(=O)N1CCOCC1	2	1	-2	102	15	7	-1.1	-6	-0.4	7
CSc1nnc(NC(=O)c2nc(S(=O)(=O)Cc3ccccc3F)ncc2Cl)s1	4	3	-1	119	13	nt	-2.5	-3	0.6	0
CCOc1ccc(C(=O)NC(=S)Nc2ccc(NC(=O)C(C)C)cc2)cc1[N+](=O)[O-]	-2	-5	-2	118	7	-2	-1.8	2	-1.7	-3
COCc1c(C(=O)NC2CCCCCC2)oc2ccccc12	-6	1	-4	128	2	-5	-1.9	1	1.9	-4
O=C(Cc1cccc(C(F)(F)F)c1)Nc1cccc(S(=O)(=O)N2CCCC2)c1	-2	-8	-3	106	25	-6	-1.9	0	-1.5	-4
Nc1nc(SCc2ccccc2)ns1	0	-2	2	114	0	2	-2.8	-2	0.2	-3
CC(C)C(NC(=O)c1ccc(F)cc1)C(=O)NC1(C)CCS(=O)(=O)C1 (configuration not stated)	1	-3	1	nt	-6	-2	0.3	-3	2.9	4
CN1C(=O)CC(C(=O)O)SC1=Nc1cc(Cl)c(O)c(Cl)c1 (configuration not stated)	2	2	0	96	11	2	-0.8	-1	1.4	-3
O=C(COC(=O)c1ccc([N+](=O)[O-])o1)NC1CCCCC1	0	-6	13	109	-10	5	-1.3	0	0.8	-1
CC(C)CN(C(=O)CN1CCOCC1)c1c(N)n(CC(C)C)c(=O)[nH]c1=O	0	12	-3	99	-8	-2	0.0	-1	1.7	-3
Cc1ccnc(NS(=O)(=O)c2ccc3ccccc3c2)n1	1	-13	nt	112	9	-3	2.7	-6	1.3	1
O=C(C1CCN(c2nnnn2-c2ccccc2)CC1)N1CCN(c2ccccc2)CC1	3	-7	-1	100	-3	1	-1.2	1	0.0	0
CCS(=O)(=O)c1nc(S(=O)(=O)c2ccc(C)cc2)c(N2CCN(C)CC2)s1	-4	2	1	95	-4	-13	-0.7	-2	-0.9	5

Next entries.
SMILES	DAGLB inh	RTF Ca sens inh	CAL PDZ FP-1	DSG3 Ab inh	Arr AP2 block	NSD2 HMT inh	CAL PDZ FP-2	Keap1-Nrf2 PPI	LANA DNA inh	V-ATPase pH
COCCNC(=O)NC(=O)CN1CCCc2ccccc21	-2	2	5	106	12	1	-0.7	0	4.0	2
CCOC(=O)c1c(NC(=O)c2ccc(Br)o2)sc2c1CCCC2	-8	-9	-10	104	-4	-6	nt	-1	1.2	1
CSc1ccccc1NC(=O)COC(=O)Cc1cccs1	0	2	10	94	3	-9	nt	1	-0.6	-9
CCOC(=O)C1CCN(C(c2cc3c(C)ccc(C)c3[nH]c2=O)c2nnnn2C2CCCCC2)CC1 (configuration not stated)	3	-19	nt	116	6	-3	-3.6	-6	-1.7	0
CSc1cccc(N/C(=N/S(=O)(=O)c2ccccc2)NN)c1	-6	-17	-5	91	-12	1	-0.9	-2	0.4	2
O=C(O)CCCn1cc(NC(=O)c2sc3ccccc3c2Cl)cn1	1	-2	-4	nt	-12	6	-1.0	1	-0.2	0
Cc1cc(C(F)F)nn1CC(=O)Nc1cc([N+](=O)[O-])ccc1F	-1	-7	1	113	32	0	-0.7	5	6.1	6
CNc1ccc([N+](=O)[O-])cc1-c1nc2ccccc2[nH]c1=O	1	0	-3	86	17	nt	1.3	-1	2.8	0
N#C/C(=C\c1ccc(F)c(F)c1)C(=O)NC1CCCCC1	0	0	-1	98	14	-3	0.1	-1	0.1	1
Cc1cc(C)c(NC(=O)CNC(=O)c2ccc3c(=O)n4c(nc3c2)CCC4)c(C)c1	1	-6	-1	113	-10	-1	0.0	-6	-1.6	0
COc1ccc2oc(C)c(C(=O)NN)c2c1	1	2	-3	101	16	2	0.3	2	3.2	0
O=C(Nc1nnc(CCc2ccccc2)s1)c1cccc(F)c1	1	-4	1	122	12	-5	-1.1	3	-3.7	1
CCc1nc(SCC(=O)Nc2ccccc2OC)n[nH]1	-1	-37	-2	104	8	-6	-1.6	-4	1.5	3
Nc1nc(NCCCN2CCOCC2)nc(Nc2cccc(F)c2)c1[N+](=O)[O-]	-1	7	-5	nt	33	-2	-0.7	-5	-1.3	-3
CCCc1nc2ccccc2[nH]1	1	0	0	98	2	10	-0.2	2	-0.1	0
CCN1C(=O)/C(=C/c2cn(-c3ccccc3)nc2-c2cccnc2)SC1=S	-2	-10	-2	133	5	0	-0.2	-8	1.2	0
O=C1[C@H](Cc2ccccc2)NCCCC[C@H](c2ccc(Cl)cc2)N1Cc1ccc(Cl)cc1	-21	-7	-41	102	10	nt	-0.2	-7	0.0	3

For reference, part of the list above:
SMILES	DAGLB inh	RTF Ca sens inh	CAL PDZ FP-1	DSG3 Ab inh	Arr AP2 block	NSD2 HMT inh	CAL PDZ FP-2	Keap1-Nrf2 PPI	LANA DNA inh	V-ATPase pH
CCCc1nc2ccccc2[nH]1	1	0	0	98	2	10	-0.2	2	-0.1	0
CCN1C(=O)/C(=C/c2cn(-c3ccccc3)nc2-c2cccnc2)SC1=S	-2	-10	-2	133	5	0	-0.2	-8	1.2	0
O=C1[C@H](Cc2ccccc2)NCCCC[C@H](c2ccc(Cl)cc2)N1Cc1ccc(Cl)cc1	-21	-7	-41	102	10	nt	-0.2	-7	0.0	3

An excerpt; count on the stated rates, not on these rows.
